Assay outcomes from PubChem BioAssay.
PLAP act = PLAP enzyme activators, biochemical, luminescence, HTS; activation fold at 20 µM; purified PLAP enzyme, luminescent substrate read-out; hits give high values; 96,000 tested, 1.2% active; Alkaline phosphatase, placental type (Homo sapiens), P05187; in the data active = activation fold above about 2
Target sequence (P05187 whole entry, looked up): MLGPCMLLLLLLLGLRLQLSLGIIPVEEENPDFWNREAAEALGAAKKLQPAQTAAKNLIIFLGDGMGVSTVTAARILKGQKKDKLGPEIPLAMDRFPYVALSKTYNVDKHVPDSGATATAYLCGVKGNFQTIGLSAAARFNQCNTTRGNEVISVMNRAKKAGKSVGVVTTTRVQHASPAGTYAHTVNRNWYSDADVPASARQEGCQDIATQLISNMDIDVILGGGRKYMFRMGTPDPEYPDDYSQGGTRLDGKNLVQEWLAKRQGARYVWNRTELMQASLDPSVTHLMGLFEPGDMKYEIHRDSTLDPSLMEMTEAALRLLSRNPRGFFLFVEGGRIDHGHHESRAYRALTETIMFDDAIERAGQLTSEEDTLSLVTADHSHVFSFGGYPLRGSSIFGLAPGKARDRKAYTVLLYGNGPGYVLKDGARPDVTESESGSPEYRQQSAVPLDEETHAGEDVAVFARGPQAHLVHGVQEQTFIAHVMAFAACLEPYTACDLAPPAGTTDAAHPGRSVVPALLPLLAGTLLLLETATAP
Ecoli WT expand = growth inhibitors of wild-type E. coli, primary screen, strain BW25113, expanded library, OD600; OD600 absorbance; growth inhibition, % at 100 µM; 98,000 tested, 0.15% active; AID 710, 2007;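 active = growth inhibition above about 50% at one test dose, limit read from the data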;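 also: growth measured after 20 h incubation at 37 °C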
S1P2 blocker = human S1P2 receptor antagonists, primary screen, cell-based; cell-based S1P2 antagonist assay, inhibition at 5 uM; 97,000 tested, 0.21% active; Sphingosine 1-phosphate receptor 2 (Homo sapiens), O95136; inhibition, % at 5 µM; in the data active = inhibition above about 45%;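 also: CRE beta-lactamase reporter cells expressing human S1P2 stimulated with S1P; 0% = agonist at EC80 alone and 100% = agonist plus reference antagonist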
Target sequence (O95136 whole entry, looked up): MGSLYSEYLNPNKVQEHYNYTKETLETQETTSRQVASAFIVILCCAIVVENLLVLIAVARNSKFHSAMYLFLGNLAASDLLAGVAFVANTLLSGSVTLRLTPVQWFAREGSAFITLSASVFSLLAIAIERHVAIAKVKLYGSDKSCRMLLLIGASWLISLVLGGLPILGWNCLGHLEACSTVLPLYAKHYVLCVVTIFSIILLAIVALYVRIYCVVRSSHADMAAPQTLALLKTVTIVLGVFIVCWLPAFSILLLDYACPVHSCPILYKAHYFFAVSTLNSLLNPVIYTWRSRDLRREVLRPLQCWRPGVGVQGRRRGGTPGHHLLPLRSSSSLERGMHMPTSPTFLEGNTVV
PostGolgi yeast = phenotypic screen on post-Golgi transport, primary screen | post-Golgi transport phenotypic cell assay | inhibition, % at 10 µM | 98,000 tested, 0.9% active;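 also: yeast cells grown in 1536-well plates; yeast grown about 18 h at 30C before absorbance read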
Mac1 fbg inh = inhibitors of CD11b/CD18 adhesion to fibrinogen, primary screen, K562 cells, luminescence. ATPlite luminescence; Mn2+ added to activate the integrin. AID 1497, 2009. inhibition, % at 10 µM. 93,000 tested, 0.54% active. Integrin beta-2 (Homo sapiens) + Integrin alpha-M (Homo sapiens), P05107+P11215;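 active = primary inhibition of 50% or more at 10 µM, then 40% or more on retest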; also: some results filed as inactive read as strong as hits
S1P2 ag = S1P2 receptor agonists, primary screen, cell-based; Sphingosine 1-phosphate receptor 2 (Homo sapiens), O95136; S1P2-expressing cell line, agonist reporter read-out; activation, % at 4.5 µM; 97,000 tested, 0.46% active; AID 729, 2007; in the data active = activation above about 16%;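 also: 0% = vehicle low control and 100% = maximal reference agonist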
sEH inh = soluble epoxide hydrolase inhibitors, primary screen, biochemical, human sEH; Bifunctional epoxide hydrolase 2 (Homo sapiens), P34913; recombinant human sEH enzymatic activity assay; inhibition, % at 2 µM; 91,000 tested, 0.34% active; in the data active = inhibition above about 80%; also: values of inactives mirror those of a sister screen read the other way; many of its hits are not listed in these tables
PostGolgi ctrl = growth inhibition of yeast control strain, primary screen, counter-screen for post-Golgi transport modulator project | efflux-deficient yeast background strain, growth absorbance A615, 16 h | inhibition, % at 10 µM | 98,000 tested, 5% active | AID 738, 2007
sEH act = soluble epoxide hydrolase activators, primary screen, biochemical, human sEH. AID 717, 2007. purified human sEH enzymatic activity, activator screen. 91,000 tested, 0.04% active. activation, % at 2 µM; in the data active = activation above about 37%; also: values of inactives mirror those of a sister screen read the other way
Numbers without * were called inactive. Rule as the data show it, unless noted: active = inhibition above about 30%; inactive = the rest.

How did CC(NC(=O)c1ccco1)C(=O)N1CCc2ccccc2C1 (stereo not drawn) do in these assays?
PLAP act: 1.2; Ecoli WT expand: 1; S1P2 blocker: 19; PostGolgi yeast: 14; Mac1 fbg inh: -2; S1P2 ag: -5; sEH inh: -29; PostGolgi ctrl: -7; sEH act: 29

What do the screens show for `CCOc1ccc(S(=O)(=O)NCCC2=CCCCC2)c2ccccc12`?
PLAP act: 0.8; Ecoli WT expand: -7; S1P2 blocker: -12; PostGolgi yeast: -1; Mac1 fbg inh: 8; S1P2 ag: -7; sEH inh: 7; PostGolgi ctrl: 16; sEH act: -6

What do the screens show for `N#CCCn1c(SCC(=O)NCC2CCCO2)nc2ccccc21` (stereo not drawn)?
PLAP act: 0.9; Ecoli WT expand: -6; S1P2 blocker: 3; PostGolgi yeast: 7; Mac1 fbg inh: -28; S1P2 ag: -3; sEH inh: -4; PostGolgi ctrl: 11; sEH act: 4

What do the screens show for `CCCCC(C(=O)OCC(=O)c1ccc(OC)cc1)N1C(=O)c2ccccc2C1=O` (stereo not drawn)?
S1P2 blocker: 9; S1P2 ag: -5; sEH inh: 8; sEH act: -5

What do the screens show for `CCOc1cc(C(=O)Nc2cnccn2)cc(OCC)c1OCC`?
PLAP act: 1.5; Ecoli WT expand: 0; S1P2 blocker: -9; PostGolgi yeast: 3; Mac1 fbg inh: 10; S1P2 ag: -9; sEH inh: 0; PostGolgi ctrl: 11; sEH act: 4

How did Cc1ccc(S(=O)(=O)NC(CC(=O)O)c2ccco2)cc1 (stereo not drawn) do in these assays?
PLAP act: 1; Ecoli WT expand: -5; S1P2 blocker: 23; PostGolgi yeast: -1; Mac1 fbg inh: 28; S1P2 ag: -7; sEH inh: -5; PostGolgi ctrl: 5; sEH act: 4

What do the screens show for `CCCc1cc(=O)oc2c(CN3CCCC3)c(O)c(Cl)cc12`?
PLAP act: 2.9*; Ecoli WT expand: -3; S1P2 blocker: 2; PostGolgi yeast: -28; Mac1 fbg inh: 1; S1P2 ag: 11; PostGolgi ctrl: 3

What do the screens show for `CC(c1ccccn1)N(CCN(C)C)C(=S)Nc1cccc(F)c1` (stereo not drawn)?
PLAP act: 1.4; Ecoli WT expand: 9; S1P2 blocker: 14; PostGolgi yeast: -4; Mac1 fbg inh: -5; S1P2 ag: -1; sEH inh: -12; PostGolgi ctrl: 4; sEH act: 12

What do the screens show for `O=C(c1ccc(S(=O)(=O)N2CCOCC2)cc1)N1CCN(C2=NS(=O)(=O)c3ccccc32)CC1`?
PLAP act: 1.4; Ecoli WT expand: 0; S1P2 blocker: -30; PostGolgi yeast: 8; Mac1 fbg inh: -12; S1P2 ag: -2; sEH inh: -4; PostGolgi ctrl: -2; sEH act: 4

What do the screens show for `O=C(NCCc1ccccc1)c1cnn2c(C(F)F)cc(C3CC3)nc12`?
PLAP act: 1; Ecoli WT expand: 3; S1P2 blocker: -32; PostGolgi yeast: 18; Mac1 fbg inh: 2; S1P2 ag: -2; sEH inh: 3; PostGolgi ctrl: 39*; sEH act: -4

Results for O=C(OCn1nnc2ccccc2c1=O)c1cccs1 ?
PLAP act: 0.9; Ecoli WT expand: 9; PostGolgi yeast: 2; Mac1 fbg inh: 14; PostGolgi ctrl: -7

How did CCOc1ccc(-n2c(SCC(=O)NC(C)CC)nc3n[nH]c(C)c3c2=N)cc1 (stereo not drawn) do in these assays?
PLAP act: 1; Ecoli WT expand: -11; S1P2 blocker: 16; PostGolgi yeast: -2; Mac1 fbg inh: 0; S1P2 ag: -6; PostGolgi ctrl: -6

What do the screens show for `O=C(NCC(=O)N(c1ccc2c(c1)OCO2)C(C(=O)NC1CCCC1)c1cccs1)c1ccco1` (stereo not drawn)?
PLAP act: 1; Ecoli WT expand: 0; S1P2 blocker: 16; PostGolgi yeast: 5; Mac1 fbg inh: -8; S1P2 ag: -8; sEH inh: 5; PostGolgi ctrl: 4; sEH act: -5

How did NC(=O)c1ccccc1NC(=O)CN1CCOCC1 do in these assays?
PLAP act: 1.1; Ecoli WT expand: 8; S1P2 blocker: 6; PostGolgi yeast: -8; Mac1 fbg inh: -24; S1P2 ag: -10; sEH inh: 10; PostGolgi ctrl: 4; sEH act: -11

Results for C=CCc1cc(C)cc(C)c1OCCn1cncn1 ?
S1P2 blocker: 14; S1P2 ag: -3; sEH inh: -9; sEH act: 7

What do the screens show for `COc1ccc(S(=O)(=O)N2CCN(c3ccc4nnc(-c5ccccc5)n4n3)CC2)cc1`?
PLAP act: 1.7; Ecoli WT expand: 1; S1P2 blocker: 7; PostGolgi yeast: 3; Mac1 fbg inh: 8; S1P2 ag: -10; sEH inh: -10; PostGolgi ctrl: 27; sEH act: 9

How did O=C(CNS(=O)(=O)c1ccccc1)NCc1ccccn1 do in these assays?
PLAP act: 1.1; Ecoli WT expand: 3; S1P2 blocker: 5; PostGolgi yeast: 1; Mac1 fbg inh: -14; S1P2 ag: -2; sEH inh: -3; PostGolgi ctrl: 8; sEH act: 8

Results for COCCCn1c(=N)c(C(=O)NC2CCCCC2)cc2c(=O)n3ccccc3nc21 ?
S1P2 blocker: -56; S1P2 ag: 32*; sEH inh: 3; sEH act: -1

What do the screens show for `Cc1cc(NS(=O)(=O)c2ccc(NC(=O)c3cnc4scc(C)n4c3=O)cc2)nc(C)n1`?
PLAP act: 1.4; Ecoli WT expand: 4; PostGolgi yeast: -4; Mac1 fbg inh: 16; PostGolgi ctrl: -3

Results for Cn1c(=O)[nH]c(=O)c2c1nc(SCCN1CCCCC1)n2CCCc1ccccc1 ?
PLAP act: 1.7; Ecoli WT expand: -2; PostGolgi yeast: -2; Mac1 fbg inh: -3; PostGolgi ctrl: -10

How did C=C(C)CSc1nc(N)c2c(C)c(C)sc2n1 do in these assays?
PLAP act: 0.8; Ecoli WT expand: -22; S1P2 blocker: -17; PostGolgi yeast: 9; Mac1 fbg inh: -12; S1P2 ag: 2; sEH inh: -2; PostGolgi ctrl: 6; sEH act: 4

What do the screens show for `CN1C(c2ccc(F)cc2)=CS/C1=C(\C#N)c1nnc2n1-c1ccccc1SC2`?
PLAP act: 0.9; Ecoli WT expand: 11; S1P2 blocker: 7; PostGolgi yeast: 5; Mac1 fbg inh: 0; S1P2 ag: -8; sEH inh: -14; PostGolgi ctrl: 11; sEH act: 13

What do the screens show for `O=C(Oc1cccnc1)c1cc(S(=O)(=O)N2CCOCC2)ccc1Cl`?
PLAP act: 1; Ecoli WT expand: 3; S1P2 blocker: 10; PostGolgi yeast: 6; Mac1 fbg inh: 0; S1P2 ag: -1; sEH inh: 1; PostGolgi ctrl: -4; sEH act: 0

How did COc1ccccc1NC(=O)NCc1ccc2c(c1)OCO2 do in these assays?
PLAP act: 0.9; Ecoli WT expand: -8; S1P2 blocker: 9; PostGolgi yeast: 0; Mac1 fbg inh: -45; S1P2 ag: -4; sEH inh: 9; PostGolgi ctrl: 2; sEH act: -13

What do the screens show for `CN(C1CCCCC1)S(=O)(=O)c1ccc(NC(=S)NC(=O)c2cccs2)cc1`?
PLAP act: 1.1; Ecoli WT expand: -10; S1P2 blocker: 17; PostGolgi yeast: -4; S1P2 ag: -5; sEH inh: 5; PostGolgi ctrl: 14; sEH act: -4

What do the screens show for `CCN(CC)C(=O)CSc1ncnc2c1cnn2Cc1ccccc1`?
PLAP act: 1.1; Ecoli WT expand: -3; S1P2 blocker: 10; PostGolgi yeast: 3; Mac1 fbg inh: 0; S1P2 ag: -4; sEH inh: 4; PostGolgi ctrl: 4; sEH act: -6

What do the screens show for `Cc1ccc(CN(C(=O)Cn2nnc3ccccc32)C(C(=O)NCc2ccco2)c2cccs2)cc1` (stereo not drawn)?
PLAP act: 1.8; Ecoli WT expand: -12; S1P2 blocker: 9; PostGolgi yeast: 2; Mac1 fbg inh: 1; S1P2 ag: -5; sEH inh: -19; PostGolgi ctrl: 5; sEH act: 19

Results for O=C(CCc1ccccc1)NC1CCSC1=O (stereo not drawn) ?
PLAP act: 1.3; Ecoli WT expand: 12; PostGolgi yeast: 5; Mac1 fbg inh: 5; PostGolgi ctrl: 4

What do the screens show for `CSc1nncc(=O)[nH]1`?
PLAP act: 0.8; Ecoli WT expand: -9; S1P2 blocker: 25; PostGolgi yeast: -3; Mac1 fbg inh: -32; S1P2 ag: -3; sEH inh: -3; PostGolgi ctrl: 0; sEH act: 3

What do the screens show for `O=C(CSc1nc(-c2ccc(F)cc2)cs1)NC(=O)NCc1ccco1`?
PLAP act: 1.2; Ecoli WT expand: -12; S1P2 blocker: -3; PostGolgi yeast: 9; Mac1 fbg inh: 0; S1P2 ag: -4; PostGolgi ctrl: 6

How did COc1ccccc1C(=O)Nn1cnc2ccccc2c1=O do in these assays?
PLAP act: 0.9; Ecoli WT expand: 1; S1P2 blocker: 7; PostGolgi yeast: -4; S1P2 ag: -5; sEH inh: 5; PostGolgi ctrl: -4; sEH act: -6

How did CCOC(=O)c1ccc(-c2n[nH]c(=O)c3ccccc23)cc1 do in these assays?
PLAP act: 1; Ecoli WT expand: -4; S1P2 blocker: 11; PostGolgi yeast: 13; Mac1 fbg inh: -3; S1P2 ag: -8; PostGolgi ctrl: -1

How did COC(=O)c1c(C)n(-c2ccc(OC)cc2)c2ccc(O)cc12 do in these assays?
PLAP act: 0.8; Ecoli WT expand: -6; S1P2 blocker: -5; PostGolgi yeast: 2; Mac1 fbg inh: -7; S1P2 ag: -7; sEH inh: 7; PostGolgi ctrl: 13; sEH act: -7

What do the screens show for `CC1CCN(S(=O)(=O)c2ccc(NC(=O)CSc3ncccc3C(=O)O)cc2)CC1`?
PLAP act: 1; Ecoli WT expand: -6; PostGolgi yeast: 3; Mac1 fbg inh: -16; PostGolgi ctrl: 19

What do the screens show for `Cc1cccc(NC(=O)C23CCC(C)(C2Br)C3(C)C)c1` (stereo not drawn)?
PLAP act: 0.8; Ecoli WT expand: 1; S1P2 blocker: 5; PostGolgi yeast: -3; S1P2 ag: -4; sEH inh: 48; PostGolgi ctrl: 22; sEH act: -48

What do the screens show for `COc1ccc(OC)c(C2C(C(=O)Nc3ccccc3OC)=C(C)Nc3nc(CCCO)nn32)c1` (stereo not drawn)?
PLAP act: 1.4; Ecoli WT expand: 2; S1P2 blocker: 24; PostGolgi yeast: 0; Mac1 fbg inh: 7; S1P2 ag: -1; sEH inh: 2; PostGolgi ctrl: 2; sEH act: -4

How did O=C(NC(=S)NCCN1CCOCC1)c1ccccc1Cl do in these assays?
PLAP act: 1.1; Ecoli WT expand: 0; S1P2 blocker: -9; PostGolgi yeast: 2; S1P2 ag: 1; sEH inh: -11; PostGolgi ctrl: 27; sEH act: 12

How did CCOC(=O)c1cncc(C(=O)O)c1 do in these assays?
PLAP act: 1; Ecoli WT expand: -10; S1P2 blocker: -18; PostGolgi yeast: -8; S1P2 ag: -8; sEH inh: 9; PostGolgi ctrl: -2; sEH act: -8

How did N#Cc1ccccc1Cn1c(=O)n(Cc2ccc(C(=O)NCc3ccco3)cc2)c(=O)c2sccc21 do in these assays?
PLAP act: 1.1; Ecoli WT expand: -6; PostGolgi yeast: 3; Mac1 fbg inh: -9

Results for Cc1ccccc1CNC(=O)c1ccccc1N ?
PLAP act: 0.8; Ecoli WT expand: -2; S1P2 blocker: -33; PostGolgi yeast: -1; Mac1 fbg inh: 18; S1P2 ag: -3; sEH inh: -1; PostGolgi ctrl: 15; sEH act: 2

Molecules above with a cyano group:
What do the screens show for `N#CCCn1c(SCC(=O)NCC2CCCO2)nc2ccccc21` (stereo not drawn)?
PLAP act: 0.9; Ecoli WT expand: -6; S1P2 blocker: 3; PostGolgi yeast: 7; Mac1 fbg inh: -28; S1P2 ag: -3; sEH inh: -4; PostGolgi ctrl: 11; sEH act: 4

What do the screens show for `CN1C(c2ccc(F)cc2)=CS/C1=C(\C#N)c1nnc2n1-c1ccccc1SC2`?
PLAP act: 0.9; Ecoli WT expand: 11; S1P2 blocker: 7; PostGolgi yeast: 5; Mac1 fbg inh: 0; S1P2 ag: -8; sEH inh: -14; PostGolgi ctrl: 11; sEH act: 13

How did N#Cc1ccccc1Cn1c(=O)n(Cc2ccc(C(=O)NCc3ccco3)cc2)c(=O)c2sccc21 do in these assays?
PLAP act: 1.1; Ecoli WT expand: -6; PostGolgi yeast: 3; Mac1 fbg inh: -9
